GDH-TPI counter = counter-screen for M. tuberculosis FBA inhibitors: GDH-TPI coupled enzymes; GDH-TPI coupled enzyme counterscreen, NADH absorbance; inhibition, % at 4.8 µM; 360,000 tested, 1.2% active; AID 588335;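 note: 0% = DMSO wells and 100% = wells lacking the enzyme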
BoNT-F LC inh = inhibitors of Botulinum neurotoxin F light chain protease. Multiplex microsphere protease cleavage assay, flow cytometry. 360,000 tested, 0.22% active. AID 588497. inhibition, % at 10 µM; in the data active = inhibition above about 35%, passing the limit was not always enough; inconclusive = no clear call, values can overlap the other calls; note: plate controls were buffer without enzyme for full effect and enzyme alone for no effect
Rv3671c protease = Rv3671c (M. tuberculosis) protease inhibition; P9WHR9; inhibition, % at 5.96 µM; 320,000 tested, 0.048% active; AID 2606; in the data active = inhibition above about 38%;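 note: extracellular domain of Rv3671c used as enzyme; 0% = enzyme with DMSO and 100% = no enzyme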
DUSP3 inh = inhibitors of human VHR1 phosphatase (DUSP3). recombinant VHR phosphatase, pNPP absorbance. P51452. AID 1654. 290,000 tested, 0.52% active. inhibition, % at 13.3 µM; in the data active = inhibition above about 50%; note: some compounds called inactive have numbers as strong as hits
Target sequence (P51452 whole entry, looked up): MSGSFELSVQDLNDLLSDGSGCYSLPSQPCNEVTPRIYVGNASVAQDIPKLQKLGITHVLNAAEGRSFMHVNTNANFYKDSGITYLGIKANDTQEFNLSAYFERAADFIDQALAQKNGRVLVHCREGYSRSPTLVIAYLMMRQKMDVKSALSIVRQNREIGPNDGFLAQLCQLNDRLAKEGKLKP
Mtb FBA inh = inhibitors of M. tuberculosis fructose-bisphosphate aldolase | inhibition, % at 1 µM | P9WQA3 | 360,000 tested, 2.3% active | purified M. tuberculosis FBA, fluorescence read-out; in the data active = inhibition above about 27%;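 note: 0% = vehicle and 100% = reference inhibitor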
Target sequence (P9WQA3 whole entry, looked up): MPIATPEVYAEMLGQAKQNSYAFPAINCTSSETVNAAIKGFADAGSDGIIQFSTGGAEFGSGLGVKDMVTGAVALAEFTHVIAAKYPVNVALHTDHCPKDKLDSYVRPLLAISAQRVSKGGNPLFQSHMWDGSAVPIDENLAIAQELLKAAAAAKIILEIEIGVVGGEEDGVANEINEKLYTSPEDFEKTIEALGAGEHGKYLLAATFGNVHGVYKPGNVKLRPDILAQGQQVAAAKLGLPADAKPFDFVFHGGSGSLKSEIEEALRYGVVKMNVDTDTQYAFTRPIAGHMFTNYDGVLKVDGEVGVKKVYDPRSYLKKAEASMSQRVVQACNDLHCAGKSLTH
FadD28 binding = blocks FadD28 binding to the bisubstrate probe; fluorescence polarization; inhibition, % at 12.5 µM; 360,000 tested, 0.22% active; AID 588549; in the data active = inhibition above about 8.5%, passing the limit was not always enough; inconclusive = no clear call, values can overlap the other calls
BioA inh = blocks M. tuberculosis BioA enzyme activity | AID 602481 | 360,000 tested, 0.096% active | purified M. tuberculosis BioA enzyme, plate reader | inhibition, % at 9.99 µM; in the data active = inhibition above about 40%; inconclusive = no clear call, values can overlap the other calls
MazF activator = MazEF (E. coli) toxin RNase activation; FAM/BHQ RNA-DNA oligo cleavage fluorescence, 5 h; activation, % at 20 µM; 350,000 tested, 0.32% active; in the data active = activation above about 50%
Mtb UGM inh = Mtb UDP-galactopyranose mutase inhibition; purified UGM, fluorescence polarization probe displacement; inhibition, % at 10 µM; 320,000 tested, 0.06% active; in the data active = inhibition above about 10%, passing the limit was not always enough; inconclusive = no clear call, values can overlap the other calls
Target sequence (P9WIQ1 whole entry, looked up): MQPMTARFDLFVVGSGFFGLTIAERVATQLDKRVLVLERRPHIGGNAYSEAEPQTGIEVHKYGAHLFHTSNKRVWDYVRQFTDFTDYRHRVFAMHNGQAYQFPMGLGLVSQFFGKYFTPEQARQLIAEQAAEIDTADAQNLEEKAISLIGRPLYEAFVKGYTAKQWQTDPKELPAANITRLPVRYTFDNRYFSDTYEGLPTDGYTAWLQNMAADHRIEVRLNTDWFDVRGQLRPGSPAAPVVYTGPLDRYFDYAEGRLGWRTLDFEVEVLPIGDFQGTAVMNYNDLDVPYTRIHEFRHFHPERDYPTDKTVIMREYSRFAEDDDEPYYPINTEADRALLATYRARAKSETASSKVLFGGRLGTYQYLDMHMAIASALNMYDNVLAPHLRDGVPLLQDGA
CCHF vOTU inh = CCHFV vOTU protease inhibition | Pep-AMC fluorescence | inhibition, % at 11.5 µM | 370,000 tested, 0.55% active; note: 0% = vehicle wells with enzyme and 100% = no enzyme wells
* marks the source's active call; other numbers are inactive results; ? = inconclusive; / = no result given; & = joins results of further samples. Cut-off read from the data, not from the text of the source, unless noted: active = inhibition above about 30%; inactive = the rest.

SMILES	GDH-TPI counter	BoNT-F LC inh	Rv3671c protease	DUSP3 inh	Mtb FBA inh	FadD28 binding	BioA inh	MazF activator	Mtb UGM inh	CCHF vOTU inh
CCN(CCCc1ccccc1)CCCc1ccccc1	-4.3	4.6	2.8	-3.0	4.0	0.1	-1.0	6.0	/	-0.8
C=CCOc1ccc(Br)cc1/C=C1/SC(=Nc2ccc(C(=O)O)cc2)NC1=O	13.2	-4.1	/	15.4	2.4	-16.4	/	-5.7	/	3.0
O=C(COC(=O)/C=C/c1ccccc1[N+](=O)[O-])NCC(F)(F)F	4.2	-6.8	1.8	3.5	2.1	-2.1	-1.1	4.4	-0.7	4.5
CC(C)(C)NC(=O)CSc1nnc(-c2ccccc2)c(-c2ccccc2)n1	5.7	?	0.2	9.5	0.8	-5.2	0.2	6.3	-1.9	/
CCOC(=O)N1CCN(c2nc(-c3ccco3)cc(C(F)(F)F)n2)CC1	2.8	1.8	0.1	35.1	-0.6	-1.4	/	-4.2	0.6	-0.8
O=C1NC[C@@H](Cc2cccc3ccccc23)N(CCCCC2CCCCC2)C1=O	0.0	-2.1	-7.0	/	-1.4	-4.5	0.2	-5.3	4.0	12.5
CN(C)S(=O)(=O)c1ccc(C(=O)Nc2ccccc2OC(F)(F)C(F)F)cc1	9.8	4.5	2.9	2.0	1.2	-3.3	1.9	3.3	-3.1	/
N#Cc1ccc(C(=O)N2CCC3CC2c2cc(-c4ccc(F)cc4)ccc23)cc1 (stereo not given)	-0.9	1.2	/	/	1.5	-0.9	1.7	4.9	/	14.8
COc1ccccc1C(=O)NCCC(=O)N1CCN(C(=O)c2ccco2)CC1	3.2	-3.8	/	/	1.2	-4.0	0.1	1.6	/	-1.9
CN(C)/C=N/c1ncc(C(=O)OC(C)(C)C)s1	17.6	-5.4	0.8	18.8	0.2	-1.1	/	0.9	/	22.2
CCCn1c(SCC(=O)c2ccc3c(c2)OCCO3)nc2c1c(=O)n(C)c(=O)n2C	6.0	-2.3	/	12.9	0.2	-3.0	-1.4	0.8	/	0.0
COc1cc(CNC(C)c2ccccc2)cc(Br)c1OCc1ccc(F)cc1 (stereo not given)	4.5	-14.2	-9.9	35.2	2.6	-1.3	-2.0	1.7	-0.9	1.9

Some of the entries above in a different format:
Below each SMILES – GDH-TPI counter, BoNT-F LC inh, Rv3671c protease, DUSP3 inh, Mtb FBA inh, FadD28 binding, BioA inh, MazF activator, Mtb UGM inh, CCHF vOTU inh
CCOC(=O)N1CCN(c2nc(-c3ccco3)cc(C(F)(F)F)n2)CC1
    2.8, 1.8, 0.1, 35.1, -0.6, -1.4, /, -4.2, 0.6, -0.8
O=C1NC[C@@H](Cc2cccc3ccccc23)N(CCCCC2CCCCC2)C1=O
    0.0, -2.1, -7.0, /, -1.4, -4.5, 0.2, -5.3, 4.0, 12.5

(listing goes on)
SMILES	GDH-TPI counter	BoNT-F LC inh	Rv3671c protease	DUSP3 inh	Mtb FBA inh	FadD28 binding	BioA inh	MazF activator	Mtb UGM inh	CCHF vOTU inh
O=C(CSc1nnc2ccccn12)NNC(=O)c1ccc(Cl)cc1	5.6	-2.1	6.0	16.7	4.9	-0.7	-0.5	7.7	-0.7	-13.2
Cc1ccc(NC(=O)CC(NCC2CCCO2)C(=O)O)cc1C (stereo not given)	4.3	-2.0	2.9	3.3	-2.7	1.7	1.2	4.0	-0.4	4.2
COC(=O)Cc1[nH]n(-c2nc3ccccc3s2)c(=O)c1C(C)=Nc1ccc(Cl)cc1	2.6	-3.6	2.7	15.5	8.9	-3.7	/	5.1	0.7	0.5
CCCCNC(=S)N/N=C/C1=CCC2CC1C2(C)C (stereo not given)	3.8	-9.8	2.7	-0.5	-1.8	-3.5	-0.6	-4.9	2.5	12.6
COc1ccc(Cc2nc3ccc(C(=O)N4CCOCC4)cc3o2)cc1	0.0	8.6	-4.4	-1.6	-0.5	-2.2	-0.4	-15.0	-0.9	-9.8
O=C(Nc1nnc(-c2ccc3c(c2)CCCC3)o1)C1COc2ccccc2O1 (stereo not given)	-6.2	-11.6	-0.6	50.3*	0.1	0.1	1.5	7.5	3.8	-3.4
CCC(C)NC(=O)Cn1cccc1C(=O)c1ccccc1 (stereo not given)	13.1	-4.7	1.2	3.3	-3.3	-0.3	1.3	-1.8	0.7	7.8
COc1ccc(NC(=O)CN(C)C(C)C(=O)NC(=O)NC2CCCCC2)cc1 (stereo not given)	9.1	-4.6	1.9	-11.6	2.0	-0.3	5.1	1.9	-0.5	6.9
Cc1cccc2c3c([nH]c12)CCN(C)C3	3.6	-8.0	-8.2	/	4.4	-0.2	-0.1	0.9	-0.6	-1.5
CCc1ccccc1OCC(=O)OCC(=O)N1CC(=O)Nc2ccccc21	1.2	0.9	-0.7	29.7	2.5	-3.6	/	1.7	-0.7	1.4
N#Cc1ccccc1N=Cc1ccc(Br)cc1	4.9	-0.1	-5.0	-0.1	-3.1	-0.9	-2.4	-8.5	2.5	-7.7
Nc1nnc(-c2ccc(Cl)cc2)o1	2.5	-8.3	-5.5	4.8	8.7	-2.9	-0.6	1.5	2.1	-9.2
CCN1C(=O)[C@H]2[C@H]3CN=C(SCC(=O)c4ccccc4)N3[C@@](CC)(C(=O)OC)[C@H]2C1=O	2.1	-1.2	/	/	-1.3	-1.3	0.1	-2.2	/	2.4
CCCCCCC(=O)N/N=C/c1c(O)n(CCc2ccccc2)c(=O)[nH]c1=O	5.4	-2.7	15.8	13.1	-1.1	-0.7	-1.9	2.6	4.5	-5.3
CCOc1ccc2oc(C(=O)N(CC)CC(=O)Nc3ccc(NC(C)=O)cc3)c(C)c2c1	11.0	0.4	-18.1	/	4.6	-0.4	-0.2	9.1	5.3	18.0
Cc1ccc(S(=O)(=O)NC(=O)c2cc(C)n(-c3ccccc3)c2C)cc1	-3.9	0.6	-9.5	21.9	-4.8	-5.0	-0.3	-2.2	-2.1	5.2
COc1cc(NC(=S)NC(C)(C)C)c(OC)cc1Cl	2.1	-13.4	-3.9	17.5	-0.2	-3.0	/	-2.7	-4.5	1.8
O=C(NC1CCCCC1)c1ccc(Br)o1	-6.6	10.6	2.2	24.4	0.7	-0.3	-0.9	1.9	-1.2	9.6
COc1cc(N/N=C/c2ccc(N(C)C)cc2)ncn1	27.2	-0.1	4.0	-14.7	14.3	-1.5	0.1	7.4	1.0	-1.1
CCCCOc1c(Br)cc(CNCCCN2CCOCC2)cc1OC	-10.0	-15.1	2.8	-16.3	0.6	-2.9	-0.5	7.5	1.9	-13.2
O=C1C2CCCN2C(c2cccnc2)N1c1ccc(Cl)cc1 (stereo not given)	-6.6	2.8	-10.1	18.6	1.6	-1.5	2.7	5.3	1.7	-12.0
CCN(CC(=O)Nc1c(F)cccc1F)C(=O)c1cnccn1	4.2	6.7	-2.1	/	-0.5	-2.6	-1.2	0.1	3.6	-3.1
CCCCNCCOCCOc1ccc(C)cc1[N+](=O)[O-]	1.4	45.5*	4.1	-0.5	-2.7	0.2	1.5	13.4	0.4	-2.7
Cc1cc(C)cc(OCc2ccc(C(=O)NC3CCOC3=O)o2)c1 (stereo not given)	6.3	-1.4	5.1	-5.3	-2.6	-3.4	/	0.7	-3.0	18.4

An excerpt from further up, for reference:
SMILES	GDH-TPI counter	BoNT-F LC inh	Rv3671c protease	DUSP3 inh	Mtb FBA inh	FadD28 binding	BioA inh	MazF activator	Mtb UGM inh	CCHF vOTU inh
CCc1ccccc1OCC(=O)OCC(=O)N1CC(=O)Nc2ccccc21	1.2	0.9	-0.7	29.7	2.5	-3.6	/	1.7	-0.7	1.4
N#Cc1ccccc1N=Cc1ccc(Br)cc1	4.9	-0.1	-5.0	-0.1	-3.1	-0.9	-2.4	-8.5	2.5	-7.7

(cont.)
SMILES	GDH-TPI counter	BoNT-F LC inh	Rv3671c protease	DUSP3 inh	Mtb FBA inh	FadD28 binding	BioA inh	MazF activator	Mtb UGM inh	CCHF vOTU inh
O=C(CSc1nc(-c2ccccc2)c(-c2ccccc2)o1)Nc1nncs1	4.4	0.6	-14.4	-1.7	4.8	0.1	0.1	1.2	3.5	0.1
CCCn1nnnc1NCc1ccc(C(C)C)cc1	1.4	2.8	-1.9	3.6	0.5	0.2	-3.8	-5.1	0.3	4.2
C[C@H](CO)N1C[C@H](C)[C@@H](CN(C)Cc2ccc(Cl)c(Cl)c2)Oc2ccc(NC(=O)Cn3cnnn3)cc2C1=O	9.4	-6.3	-9.4	/	7.1	-12.2	-1.5&-0.6	2.5	-2.8	1.6
CCCc1[nH]nc2c1C(c1cccc(OC)c1)C(C#N)=C(N)O2 (stereo not given)	-1.2	/	-12.8	-13.3	3.1	-3.7	0.5	-10.3	-2.8	5.9
COc1cccc(/C=C/C(=O)OCC(=O)N2CCN(c3ccccc3)CC2)c1	5.1	/	2.2	/	9.8	0.0	0.6	-21.2	-0.2	-6.1
Brc1ccccc1-n1nnc(-c2ccnc3ccccc23)n1	6.0	-7.7	-6.0	3.1	-3.2	-0.7	-0.5	2.9	-2.6	18.7
COc1cc(CNCCNC(=O)c2cccs2)cc(OC)c1OC	-3.2	-4.9	1.0	11.0	-0.8	0.4	0.9	4.8	-0.5	-6.3
COc1ccccc1N(CC(=O)NC1CCCCC1)S(=O)(=O)c1cccs1	1.0	-1.9	2.2	-0.7	-1.4	-1.4	/	-2.5	0.0	14.6
C=CCNC(=O)C1CC(=O)N(c2ccc(Br)cc2)C1 (stereo not given)	8.6	-1.2	2.2	21.9	5.3	-1.5	0.8	-6.3	-1.8	6.0
CC(=O)C(Sc1ccc2nnc(-c3cccnc3)n2n1)C(C)=O	-1.9	-0.8	3.9	7.7	3.3	-4.1	-2.4	5.4	0.5	-11.0
CC1(C(=O)Nc2ccc3c(c2)OCCO3)CCC(=O)N1C1CC1 (stereo not given)	/	0.3	/	/	0.4	-0.9	-0.2	/	/	-4.8
O=c1[nH]c(S)c(/C=C2\C=Nc3ccccc32)s1	10.0	/	8.2	20.1	-2.8	-2.8	-1.8	-101.0	1.4	12.6
CC(=O)N1CCC(N2CCN(Cc3ccc(C)cc3)C(CCO)C2)CC1 (stereo not given)	-4.0	0.4	-0.3	18.2	0.3	-1.2	/	-2.4	-3.6	-10.5
Cc1cccc(NC(=O)CN2C(=O)N/C(=C/c3ccc(C)s3)C2=O)c1	21.3	-4.3	-48.8	3.4	-2.5	?	/	37.5	-0.9	9.8
Cn1c(COc2ccccc2)nnc1SCC(=O)c1cccc([N+](=O)[O-])c1	-9.4	10.2	3.0	31.5	-5.9	-2.2	8.2	2.9	-1.2	-9.5
CCCCCOC(=O)C1=C(C)Nc2nnnn2C1c1ccc(OC)c(OC)c1OC (stereo not given)	-0.6	5.6	-2.4	-2.0	3.3	-3.5	4.2	0.8	-3.1	10.0
CC(C)n1nnnc1SCC(=O)Nc1ccc2c(c1)OCO2	0.9	-17.5	10.0	13.2	-5.1	-0.9	-3.3	7.5	-0.9	2.9

Quoted from the listing.
In MazF activator, `Cn1c(COc2ccccc2)nnc1SCC(=O)c1cccc([N+](=O)[O-])c1` is listed with 2.9
In DUSP3 inh, `CC(C)n1nnnc1SCC(=O)Nc1ccc2c(c1)OCO2` is listed with 13.2
In GDH-TPI counter, `Cc1cccc(NC(=O)CN2C(=O)N/C(=C/c3ccc(C)s3)C2=O)c1` is listed with 21.3
In FadD28 binding, `CCCCCOC(=O)C1=C(C)Nc2nnnn2C1c1ccc(OC)c(OC)c1OC` (stereo not given) is listed with -3.5
In Mtb FBA inh, `CC(=O)N1CCC(N2CCN(Cc3ccc(C)cc3)C(CCO)C2)CC1` (stereo not given) is listed with 0.3
